SRC3 TRFRET art – TR-FRET artefact, counter-screen to PPARgamma/SRC-3 agonist assay. PPARgamma/SRC-3 format; hits give high values. TR-FRET ratio at 8 µM. actives 0.39% (n = 99,000); in the data active = TR-FRET ratio above about 2000; also: inactives centre near 1600; reference of the scale not given here
SRC1 TRFRET art – flags TR-FRET format artefacts in PPARgamma SRC-1 recruitment agonist screen; TR-FRET detection artefact counter-screen, emission ratio; hits give high values; AID 1051; TR-FRET ratio at 8 µM; actives 0.34% (n = 99,000); in the data active = TR-FRET ratio above about 2300; also: inactives centre near 1800; reference of the scale not given here
An asterisk follows results filed as active; & = joins results of further samples.

SMILES	SRC3 TRFRET art	SRC1 TRFRET art
Cc1ccc2c(CN3C(=O)NC4(CCCCC4)C3=O)cc(=O)oc2c1C	1651	1935
COc1ccc2cc(C#N)c(Nc3cccc(F)c3)nc2c1	1653	1871
COc1cc2sc(C)nc2cc1C	1351	1568
O=c1[nH]c(SCc2ccccc2)nc2c1sc1ccccc12	1625	1739
Cc1ccccc1OCC(=O)N/N=C/c1c(C)nn(-c2ccccc2)c1Cl	1400	1506
CCOc1ccccc1C1CC(c2cccs2)=NN1S(C)(=O)=O (stereo not drawn)	1426	1752
O=C(NCCC1=CCCCC1)C1CCN(c2nnc(-n3cccc3)s2)CC1	1540	1868
CCOC(=O)N1CCN(c2cc(C)nc3nc(C)nn23)CC1	1652	1673
CC(=O)Nc1ccc(/C(C)=N\NC(=O)c2ccc(-c3ccccc3)cc2)cc1	1757	1753
CC(C)(C)NC(=O)CSc1nc(-c2ccc(F)cc2)cs1	1593	1762
CC(C)c1ccc(OCC(=O)N(c2ccccn2)C2CCCCC2)cc1	1679	1818
COC(=O)CN=Cc1c(O)n(-c2ccc(Cl)cn2)c(=O)c2ccccc12	1427	1506
CC(=C/c1ccccc1)/C=N/Nc1nc(N2CCCCC2)nc(N2CCCCC2)n1	1701	1770
O=C1CCCc2c1cc(C(=O)O)c(=O)n2-c1ccccc1	1512	1573
CC(SC(=S)N1CCCC1)C(=O)O (stereo not drawn)	1399	1922
COc1cc(C(=O)Nc2c(C)cc(C)cc2C)c([N+](=O)[O-])cc1OC	1597	1594
CCOc1ccccc1NC(=O)c1oc2ccccc2c1NC(=O)C1CCCO1 (stereo not drawn)	1675	1638
O=C1C2C3C=CC(C2C(=O)N1c1cccc(O)c1)C1C2C(=O)N(c4cccc(O)c4)C(=O)C2C31 (stereo not drawn)	1536	1796
CC(C)(C)NC(=O)NC(=O)COC(=O)CNS(=O)(=O)/C=C/c1ccccc1	1617	2127
Cc1cnc(C(=O)Nc2cc(F)ccc2C)cn1	1701	1755
Cc1ccc(-c2nc3c(c(=O)[nH]c(=O)n3CC(C)C)n2CC(C)C)cc1[N+](=O)[O-]	1459	1779
COc1ccc(-c2csc(/C(C#N)=C\c3ccc(OC)c([N+](=O)[O-])c3)n2)cc1	1591	1883
Cc1ccc(Nc2nc3nonc3[nH]c2=O)cc1C	1367	1434
CN(c1ccc(OCC(=O)N2CCN(c3ccc(F)cc3)CC2)cc1)S(=O)(=O)c1cccs1	1746	2037
COc1ccc(/C=N/NC(=O)c2ccccc2F)cc1CN1CCN(c2ccc(F)cc2)CC1	1742	1963
CS(=O)(=O)c1ccc2nnn(OCC(=O)Nc3ccc(Br)cc3Br)c2c1	1705	1949
COc1ccc(/C=N/NC(=S)Nc2ccccc2)cc1COc1ccccc1F	1431	1834
O=C(Cc1ccccc1)Nc1ccc2oc(=O)ccc2c1	1600	1741
O=[N+]([O-])c1ccc(/C([O-])=C(/C(=S)NCc2ccco2)[n+]2ccccc2)cc1	1264	1753
O=C(Oc1ccc(/C=N/O)cc1)c1ccccc1Cl	1625	1734
Cc1cccc(NC(=S)N(CCN2CCOCC2)Cc2ccccc2F)c1	1584	1506
COC(=O)c1ccc(CSc2nnc(N)s2)cc1	1351	1635
O=C(CSc1nc(-c2ccco2)cc(C(F)(F)F)n1)NCCN1CCOCC1	1569	1814
Cc1ccc(-c2csc(-c3ccncc3)n2)cc1	1669	1820
Cc1ccc(-c2nnc(C)c(N3CCCC3)n2)cc1	1374	1889
CCOC(=O)c1c(/N=C/N(C)C)sc(/C=N/Nc2ccccc2)c1-c1ccc(Cl)cc1	1627	1897

In the list so far, 4 contain a Cl atom:
SMILES	SRC3 TRFRET art	SRC1 TRFRET art
Cc1ccccc1OCC(=O)N/N=C/c1c(C)nn(-c2ccccc2)c1Cl	1400	1506
COC(=O)CN=Cc1c(O)n(-c2ccc(Cl)cn2)c(=O)c2ccccc12	1427	1506
O=C(Oc1ccc(/C=N/O)cc1)c1ccccc1Cl	1625	1734
CCOC(=O)c1c(/N=C/N(C)C)sc(/C=N/Nc2ccccc2)c1-c1ccc(Cl)cc1	1627	1897

New compounds follow:
SMILES	SRC3 TRFRET art	SRC1 TRFRET art
CCn1c(C)[n+](CC)c2ccc(S(=O)(=O)N(C)C)cc21	1616	1805
CCN(CC)CCN(C(=O)c1ccccc1OC)c1nc2ccc(F)cc2s1	1727	1969
CN(C)S(=O)(=O)c1cccc(NC(=O)COC(=O)c2cc(=O)[nH]c(=O)[nH]2)c1	1671	1806
COc1cc([N+](=O)[O-])ccc1NC(=S)NC(=O)CC(C)(C)C	1477	1784
O=C(Cc1sc(Nc2ccccc2)nc1-c1ccccc1)NCc1ccccn1	1568	1678
Cn1c(N)c(C(=O)COC(=O)c2cc(C(F)(F)F)nc3ccccc23)c(=O)n(Cc2ccccc2)c1=O	1690	1800
Cc1cccc(-c2nsc(SCC(=O)NCc3ccc4c(c3)OCO4)n2)c1	1587	1748
CC1c2ccccc2SC(CCCN(C)C)c2ccccc21 (stereo not drawn)	1439	1704
N#CCCN1CCN(S(=O)(=O)c2cc(Cl)ccc2Cl)CC1	1509	1673
COc1cc2c(cc1NC(=O)Nc1ccc(F)cc1)oc1ccccc12	1605	1831
CC(c1ccon1)N(C)C(=O)CCc1nnc(CCCCc2ccccc2)o1 (stereo not drawn)	1486	1853
Cc1cc(C(=O)N/N=C/c2cc(Br)ccc2OC(=O)c2ccc(Br)cc2)n[nH]1	1561	2169
COc1ccccc1/C=N/Nc1nncc2ccccc12	1492	1697
Cc1ccc(Nc2nc(/N=C/NO)n[nH]2)cc1C	1872	1865
CCOC(=O)C1(CCOc2ccccc2)CCN(Cc2ccc(CO)o2)CC1	1531	1443
COC(=O)C(CC(=O)c1cccc(OC)c1)c1ccc(F)cc1 (stereo not drawn)	1534	1739
NS(=O)(=O)c1ccc(CCNC(=O)CSc2nc3ccsc3c(=O)n2CC(=O)O)cc1	1553	1738
Cc1cc(C)c(NC(=O)COc2nncc3ccccc23)c(C)c1	1837	1775
Cc1c(C#N)c(O)n(C)c(=O)c1N=Nc1ccc(S(N)(=O)=O)cc1	1866	2263
O=C(CCSCCc1ccccn1)Nc1c(F)c(F)c(F)c(F)c1F	1564	1705
O=C(N/N=C/c1cc(Cl)ccc1O)c1ccccc1Br	1642	1981
CCn1ncc(/C=C/C(=O)c2ccccc2)c1C	1293	1503
COC(=O)c1cc(C(=O)NCCC(C)C)cc([N+](=O)[O-])c1	1450	1959
COc1ccccc1NC(=O)/C=C/c1ccc2c(c1)OCO2	1652	1659
COc1ccc(-c2ccnc3nc(/N=C/N(C)C)nn23)cc1	1416	2055
CCOC(=O)CNC(=O)CSc1nc2c(C)cccc2cc1CC	1686	2077
Cc1ccc([N+](=O)[O-])cc1NC(=O)C[n+]1ccccc1	1550	1830
COC(=O)c1ccc(OCCCCN2CC(C)OC(C)C2)cc1 (stereo not drawn)	1627	1985
O=C(NCc1ccc2c(c1)OCO2)C1CCCN1S(=O)(=O)c1ccc(Cl)cc1 (stereo not drawn)	1576	1868
N#Cc1c(-c2ccccc2)cc(C2CC2)nc1N	1660	1574
Cc1ccc(OCC(=O)NCc2ccccc2)c([N+](=O)[O-])n1	1604	1835
COc1cccc(C(=O)CSc2nnc(COc3cccc4cccnc34)o2)c1	1277	1766
CC(NC(=O)CN1C(=O)COc2ccccc21)c1ccccc1 (stereo not drawn)	1396	1804
CCOC(=O)N1CCN(c2c(N3CCc4ccccc4C3)c(=O)c2=O)CC1	1560	1641
O=C(/C=C/c1ccco1)Nc1ccccc1N1CCOCC1	1425	1453
S=C(Nc1ccc2nsnc2c1)N1CCCCCC1	1943	2062
CC(CN1CCCCC1)C(=O)NNC(=O)C12CC3CC(CC(C3)C1)C2 (stereo not drawn)	1724	1681
Cc1cc(N2C(=O)C3C4C=CC(C4)C3C2=O)ccc1NC(=O)c1cccs1 (stereo not drawn)	1467	1501
O=C(O)C1C2C=CC(C2)C1C(=O)NCc1ccc2c(c1)OCO2 (stereo not drawn)	1466	2114
CSc1ccccc1C(=O)Nc1nc2ccccc2c(=O)[nH]1	1691	1716
O=C(C[n+]1cc(-c2ccccc2)n2c1CCCCC2)c1ccc(Br)cc1	1351	1489
Cc1nc2sc(-c3ccccc3)nn2c(=O)c1Br	1677	1788
Cc1sc2nc(CN3CCCCC3)nc(Nc3ccc4c(c3)OCCO4)c2c1C	1498	1782
CC(=O)Nc1cccc(Oc2ccc([N+](=O)[O-])cc2Cl)c1	1623	1893
Nc1sc2c([n+]1CCCS(=O)(=O)[O-])CCCC2	1547	1785
Cc1ccc(CNS(=O)(=O)NCc2ccccc2F)cc1	1603	1985
COc1ccc(C2C(C(=O)C(C)(C)C)=C(O)C(=O)N2Cc2ccccc2)cc1 (stereo not drawn)	1635	1777
CCCCOc1ccccc1C(=O)NCCCCCC(=O)O	1748	1886

Grouped by structure, those above with a CF3 group
SMILES	SRC3 TRFRET art	SRC1 TRFRET art
O=C(CSc1nc(-c2ccco2)cc(C(F)(F)F)n1)NCCN1CCOCC1	1569	1814
Cn1c(N)c(C(=O)COC(=O)c2cc(C(F)(F)F)nc3ccccc23)c(=O)n(Cc2ccccc2)c1=O	1690	1800

(listing goes on)
SMILES	SRC3 TRFRET art	SRC1 TRFRET art
Cc1ccccc1Cn1c(C)cc(C)c(C#N)c1=O	1399	1567
O=[N+]([O-])c1ccc(Cl)c(S(=O)(=O)NCC2CCCO2)c1 (stereo not drawn)	1636	1773
COc1ccc(C(=O)Nc2cnc3sc(C)nn3c2=O)cc1	1504	1774
Cc1ccccc1OCc1n(CC(=O)OC2CC(C)CCC2C(C)C)c2ccccc2[n+]1C (stereo not drawn)	1356&1562	1818&2111
COc1ccc(C2CC(c3cccs3)=NN2C(=O)CSc2nc3ccccc3o2)cc1 (stereo not drawn)	1591	1863
O=C(COC(=O)Cc1ccsc1)NCc1ccc(Cl)cc1	1714	1793
O=[N+]([O-])c1ccc(Sc2cccc3cccnc23)c2cccnc12	1571	1629
CCOC(=O)N1CCN(C(=O)c2cc(COc3ccc4ncccc4c3)on2)CC1	1711	1903
Cc1nn(Cc2ccc(C(=O)N3N=C(C(F)F)CC3(O)C(F)F)o2)c(C)c1[N+](=O)[O-] (stereo not drawn)	1416	1945
O=C(O)C(Cc1c[nH]c2ccccc12)N1Cc2ccccc2C1=O (stereo not drawn)	1472	1648
Cc1ccc(NC(=O)Nc2c(C)n(C)n(-c3ccccc3)c2=O)cc1C	1421	1856
CN(CCCNC(=O)Cn1cccc1C(=O)c1ccccc1)C1CCCCC1	1711	1802
Cc1cc(S(=O)(=O)NCc2cccs2)ccc1-n1cnnn1	1602	1865
CCNC(=S)N/N=C/c1cn(Cc2ccc(F)cc2)c2ccccc12	1525	1901
COc1cccc(/C=C/C(=O)NCCc2ccc3c(c2)OCCO3)c1	1531	1609
Cc1occc1C(=O)N=Nc1c(O)n(C)c2ccccc12	1286	1790
COC(=O)c1ccc2c(=O)[nH]c(CSc3nc(-c4ccc(F)cc4)cs3)nc2c1	1790	1843
CC(C)CCn1nnnc1C(c1ccc(F)cc1)N1CCC(C(N)=O)CC1 (stereo not drawn)	1495	1924
CC(=O)c1cccc(NC(=O)C2CCN(C(=O)c3ccc([N+](=O)[O-])cc3)CC2)c1	1464	1697
CCOC(=O)CSc1nnc(-c2cc(OC)c(OC)c(OC)c2)o1	1618	1615
CN1CCN(C(=S)NC(=O)/C=C/c2ccccc2Cl)CC1	1514	1284
Cc1cc(Cl)ccc1NC(=O)CCC(=O)N/N=C/c1cc([N+](=O)[O-])ccc1O	1621	1753
C=CCn1c(SCC(=O)N2CCc3ccccc3C2)nc2sc(C)c(C)c2c1=O	1452	1539
Cc1cc(=O)n(Cc2ccc(OC(C)C)cc2)c(=S)[nH]1	1402	1939
CCCCCCCCC(=O)NCCOc1ccccc1	1973	1552
CC(=O)N/N=C(\C)c1ccc(Br)cc1Br	1416	1743
CC1CCc2sc(C(=O)N/N=C/C3CCCCC3)cc2C1 (stereo not drawn)	1628	1657
CCOC(=O)C(=O)NC12CC3CC(CC(C3)C1)C2	1556	1923
Cc1oc(-c2cccc(Cl)c2)nc1CN1CCC(C(=O)N2CCN(c3ccccc3F)CC2)CC1	1480	2346*
Fc1ccccc1Cc1noc(CN2CCN(c3ccc(Cl)cn3)CC2)n1	1540	1767
COc1ccc(C2C3=C(CC(C)(C)CC3=O)Nc3c2c(=O)n(C)c(=O)n3C)cc1OC (stereo not drawn)	1507	1913
CC(C)(C)C1=C(C#N)C(c2cccnc2)C(C#N)=C(N)O1 (stereo not drawn)	1567	1656
COCCn1c(SCC(=O)Nc2nnc(C)s2)nnc1-c1ccoc1C	1496	1894
COC(=O)[C@@H](NC(=O)/C=C/c1ccc(OC)cc1)C(C)C	1578	1773
Cc1ccc(OCCn2cc(/C=C(\C#N)C(=O)NCC3CCCO3)c3ccccc32)cc1 (stereo not drawn)	1670	1912
O=C(NCCCCCCNC(=O)c1cccs1)c1cccs1	1788	1762
O=C(CC(c1ccco1)S(=O)(=O)c1ccccc1)c1ccccc1 (stereo not drawn)	1757	1830

Quoted at random: 6 records from the list.
SMILES	SRC3 TRFRET art	SRC1 TRFRET art
CC1CCc2sc(C(=O)N/N=C/C3CCCCC3)cc2C1 (stereo not drawn)	1628	1657
COc1ccc(C2C3=C(CC(C)(C)CC3=O)Nc3c2c(=O)n(C)c(=O)n3C)cc1OC (stereo not drawn)	1507	1913
CCOC(=O)C(=O)NC12CC3CC(CC(C3)C1)C2	1556	1923
CC(C)(C)C1=C(C#N)C(c2cccnc2)C(C#N)=C(N)O1 (stereo not drawn)	1567	1656
Cc1oc(-c2cccc(Cl)c2)nc1CN1CCC(C(=O)N2CCN(c3ccccc3F)CC2)CC1	1480	2346*
CC(=O)N/N=C(\C)c1ccc(Br)cc1Br	1416	1743

An excerpt; count on the stated rates, not on these rows.
